Compound activity from PubChem BioAssay.
CHOP inh – CHOP inhibition in unfolded protein response. 220,000 tested, 3.8% active. CHO-K1 CHOP-promoter luciferase, tunicamycin-induced, 15-18 h. inhibition, % at 10 µM;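 active = compounds that reduced the stress-induced luciferase reporter signal by more than about 70% of percent inhibition, limit read from the data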;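 note: 0% = tunicamycin plus vehicle and 100% = wells without tunicamycin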
NPY1 pot ag – potentiators or agonists of human neuropeptide Y receptor Y1; P25929; NPY-Y1 expressing cells, potentiator/agonist activation; activation, % at 3.6 µM; 220,000 tested, 0.37% active; AID 1304; in the data active = activation above about 33%, passing the limit was not always enough;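 note: cells stimulated with NPY at EC10 then isoproterenol at EC100; 0% = low agonist plus stimulus and 100% = saturating agonist plus stimulus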
Target sequence (P25929 whole entry, looked up): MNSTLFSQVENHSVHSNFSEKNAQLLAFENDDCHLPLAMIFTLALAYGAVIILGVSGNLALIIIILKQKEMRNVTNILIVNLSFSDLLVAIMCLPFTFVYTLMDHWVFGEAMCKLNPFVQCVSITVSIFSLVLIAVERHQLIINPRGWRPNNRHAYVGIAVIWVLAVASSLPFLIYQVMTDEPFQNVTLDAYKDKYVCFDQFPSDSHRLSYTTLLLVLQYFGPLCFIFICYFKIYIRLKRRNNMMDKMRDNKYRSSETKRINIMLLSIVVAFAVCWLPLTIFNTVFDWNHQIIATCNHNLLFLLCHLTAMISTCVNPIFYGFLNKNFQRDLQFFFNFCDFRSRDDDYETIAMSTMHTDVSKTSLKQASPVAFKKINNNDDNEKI
S1P4 antag – blocks the human S1P4 receptor. S1P4-expressing cells, antagonist mode, reporter read-out. inhibition, % at 4.98 µM. 220,000 tested, 0.26% active. AID 1510; in the data active = inhibition above about 29%;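 note: 0% = wells stimulated with agonist and 100% = vehicle wells without agonist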
Target sequence (O95977 whole entry, looked up): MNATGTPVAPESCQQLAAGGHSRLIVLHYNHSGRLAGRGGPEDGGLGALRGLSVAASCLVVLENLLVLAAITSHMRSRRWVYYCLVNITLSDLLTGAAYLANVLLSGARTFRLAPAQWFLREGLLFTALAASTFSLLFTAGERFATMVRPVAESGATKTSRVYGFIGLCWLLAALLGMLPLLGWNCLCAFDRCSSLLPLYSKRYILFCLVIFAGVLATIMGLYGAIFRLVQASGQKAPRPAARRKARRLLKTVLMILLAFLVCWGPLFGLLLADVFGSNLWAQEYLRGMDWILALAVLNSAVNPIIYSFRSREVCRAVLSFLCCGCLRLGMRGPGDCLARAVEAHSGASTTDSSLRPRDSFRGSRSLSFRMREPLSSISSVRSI
TRPN1 ag – activates the zebrafish TRPN1 channel. HEK293 zebrafish TRPN1-YFP, Fluo-8 calcium fluorescence; 100% = response to 87 µM carbachol. activation, % at 3 µM. 220,000 tested, 0.18% active. AID 1424;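 active = activation above its plate's cutoff, the mean activation of test wells on that plate plus 3 SD, cut at about 19% in these data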;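 note: 0% = DMSO alone and 100% = 87 µM carbachol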
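Material: zebrafish TRPN1-YFP in HEK293 cells. Doses: one dose of 3 µM, 0.3% DMSO. Incubation: dye 1 h 37 °C plus 30 min RT. Measured by: intracellular calcium fluorescence with Fluo-8.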
NPY-Y2 PAM-ag – potentiators or agonists of human neuropeptide Y receptor Y2; activation, % at 3.6 µM; P49146; 220,000 tested, 0.45% active; cells expressing NPY-Y2, potentiator/agonist read-out; AID 1359; in the data active = activation above about 27%;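 note: cells stimulated with NPY near EC25 plus isoproterenol at EC100; 0% = vehicle plus submaximal agonist and 100% = vehicle plus saturating agonist; some results beyond the cut were filed as inactive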
S1P4 ag – human S1P4 receptor agonism; 220,000 tested, 0.35% active; O95977; S1P4-expressing cell line, agonist reporter assay; AID 1509; activation, % at 4.98 µM; in the data active = activation above about 11%;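 note: 0% = DMSO vehicle and 100% = reference agonist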
EP2 modulator – modulates human prostaglandin E2 receptor EP2 signaling. P43116. 260,000 tested, 0.83% active. AID 940. induction, % at 25 µM. EP2-expressing cells, cAMP HTRF FRET, PGE2 co-stimulation;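 active = compounds whose cAMP rise, as percent of the full-agonist control response, exceeds 60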;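 note: rat C6 glioma line stably carrying human EP2 under a CMV promoter; the protocol text gives 20 µM as final concentration; 100% = response of wells given 1 µM PGE2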
NPY-Y1 antag – antagonists of human neuropeptide Y receptor Y1; P25929; HEK293-CNG Y1 cells, membrane potential fluorescence; NPY at EC95, then isoproterenol; inhibition, % at 3.6 µM; 200,000 tested, 1% active; AID 1040;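 active = inhibition above the campaign mean inhibition of all tested compounds plus 3 SD, cut at about 20% in these data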;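 note: 0% = DMSO wells given NPY plus isoproterenol and 100% = isoproterenol alone without NPY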
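Material: HEK293 Y1/CNG channel cell line | Also added: NPY (25 nM), isoproterenol (1 µM), Ro 20-1724 (25 µM) | Compound: One concentration, 3.6 µM, in 0.4% DMSO | Schedule: 3 h dye uptake, 1 h room-temperature compound, 45 min post-isoproterenol | Signal: Membrane-potential fluorescent dye readout | Read-out: % inhibition of NPY effect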
TRPML3 agonist – human mucolipin-3 channel agonism; Q8TDD5; HEK293 TRPML3-YFP, Fluo-8 calcium fluorescence; 100% = the carbachol control signal; activation, % at 3 µM; 220,000 tested, 0.29% active; AID 1448;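 active = activation above its plate's cutoff, the mean activation of the plate's test wells plus 3 SD, cut at about 12% in these data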;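 note: 0% = DMSO only wells and 100% = carbachol wells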
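system = HEK293 cells stably carrying human TRPML3-YFP | doses = one concentration, 3 µM nominal, 0.3% DMSO | timing = dye loading 1 h 37 °C then 30 min ambient, 125 s read | detection = Fluo-8 calcium dye fluorescence, ex 470-495, em 515-575 nm | benchmarks = high control carbachol 87 µM, low control DMSO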
Starred values were filed as active, the others as inactive; & = joins results of further samples.

N#CC1=C(N)OC(c2ccccc2)=C(C#N)C1c1ccc2c(c1)OCO2 (configuration not stated) was read as CHOP inh 2, NPY1 pot ag 0, S1P4 antag -5, TRPN1 ag -0.8, NPY-Y2 PAM-ag -3, S1P4 ag -1.1, EP2 modulator -25, NPY-Y1 antag 2 and TRPML3 agonist 0.8.
Screening COc1cc2nc(/C=C/c3cc(OC)c(OC)c(OC)c3)sc2cc1SC returned CHOP inh 15, NPY1 pot ag -8, S1P4 antag -16, TRPN1 ag -1.0, NPY-Y2 PAM-ag -5, S1P4 ag 7.8, EP2 modulator -8, NPY-Y1 antag 0 and TRPML3 agonist -0.6.
Screening COc1ccccc1/C=C/C=N/n1c(-c2ccncc2)n[nH]c1=S returned CHOP inh -7, NPY1 pot ag -15, S1P4 antag 6, TRPN1 ag -0.1, NPY-Y2 PAM-ag -14, S1P4 ag 3.9, EP2 modulator 1, NPY-Y1 antag -4 and TRPML3 agonist -0.3.
`Oc1ccccc1N=Nc1nc(-c2ccccc2)c(-c2ccccc2)[nH]1` gave CHOP inh 61, NPY1 pot ag 48, S1P4 antag 24, TRPN1 ag -1.2, NPY-Y2 PAM-ag 45*, S1P4 ag -3.9, EP2 modulator -1, NPY-Y1 antag -2 and TRPML3 agonist 0.3.
O=c1cnnc(Nc2ccc(Cl)c(C(F)(F)F)c2)[nH]1 was read as CHOP inh 11, NPY1 pot ag -7, S1P4 antag 6, TRPN1 ag 0.1, NPY-Y2 PAM-ag -2, S1P4 ag 2.0, EP2 modulator -5, NPY-Y1 antag 2 and TRPML3 agonist 1.0.
CN(c1ccccc1)c1ccc(/C=N/NC(=O)CC#N)cc1 was read as CHOP inh 26, NPY1 pot ag -14, S1P4 antag -1, TRPN1 ag -2.0, NPY-Y2 PAM-ag 10, S1P4 ag 0.5, EP2 modulator 0, NPY-Y1 antag -2 and TRPML3 agonist -0.2.
Cc1ccc2nc(-c3ccc(NC(=O)CSc4nc(N)cc(=O)[nH]4)cc3)sc2c1 was read as CHOP inh 73*, NPY1 pot ag 19, S1P4 antag -4, TRPN1 ag 2.9, NPY-Y2 PAM-ag 33, S1P4 ag 1.6, EP2 modulator 19 and TRPML3 agonist 0.5.
O=C(NCCCN1CCCCC1)c1ccc2c(c1)NC(=O)C(N1CCOCC1)S2 (configuration not stated) was read as CHOP inh -8, NPY1 pot ag 1, S1P4 antag 0, TRPN1 ag 1.6, NPY-Y2 PAM-ag -1, S1P4 ag -1.1, EP2 modulator 13, NPY-Y1 antag 3 and TRPML3 agonist 0.6.
For O=c1c(-c2ccc3c(c2)OCCO3)coc2cc(OC3OC(CO)C(O)C(O)C3O)ccc12 (configuration not stated) the results were CHOP inh 19, NPY1 pot ag 8, S1P4 antag -17, TRPN1 ag 1.3, NPY-Y2 PAM-ag 0, S1P4 ag 1.3, EP2 modulator 17 and TRPML3 agonist 0.8.
`O=C(O)C1CC=C(Cl)CC1C(=O)NCc1ccccc1` (configuration not stated) gave CHOP inh -17, NPY1 pot ag 0, S1P4 antag -10, TRPN1 ag 0.4, NPY-Y2 PAM-ag 21, S1P4 ag 0.1, EP2 modulator 18, NPY-Y1 antag 4 and TRPML3 agonist 0.7.
Screening COc1ccc(/C=C2\CC/C(=C\c3ccc(OC)cc3OC)C2=O)c(OC)c1 returned CHOP inh 4, NPY1 pot ag -24, S1P4 antag 2, TRPN1 ag 2.1, NPY-Y2 PAM-ag 3, S1P4 ag -0.3, EP2 modulator -25, NPY-Y1 antag 5 and TRPML3 agonist 1.2.
Cc1ccc(C)c(C(C)NC(=O)c2ccccc2Br)c1 (configuration not stated) was read as CHOP inh -16, NPY1 pot ag -16, S1P4 antag -12, TRPN1 ag -2.3, NPY-Y2 PAM-ag -1, S1P4 ag 0.1, EP2 modulator 13, NPY-Y1 antag 5 and TRPML3 agonist 0.2.
CS(=O)(=O)Nc1ccc(S(=O)(=O)NCCc2ccccc2)cc1 was read as CHOP inh 41, NPY1 pot ag 5, S1P4 antag 13, TRPN1 ag 0.1, NPY-Y2 PAM-ag -3, S1P4 ag -0.3, EP2 modulator 10, NPY-Y1 antag 0 and TRPML3 agonist 0.1.
For CCOc1ccc(CNC(=O)CCn2c(=O)oc3ccccc32)cc1OC the results were CHOP inh 27, NPY1 pot ag 10, S1P4 antag -1, TRPN1 ag -0.4, NPY-Y2 PAM-ag -1, S1P4 ag -0.9, EP2 modulator -4, NPY-Y1 antag 2 and TRPML3 agonist 0.2.
Screening Cc1cccc2cc(CN(Cc3ccco3)C(c3nnnn3CCc3ccccc3)C(C)C)c(=O)[nH]c12 (configuration not stated) returned CHOP inh 53, NPY1 pot ag -45, S1P4 antag -9, TRPN1 ag -0.5, NPY-Y2 PAM-ag -35, S1P4 ag 0.7, EP2 modulator 17&19, NPY-Y1 antag 13 and TRPML3 agonist 0.1.
Screening O=C(c1ccccc1)c1cccn1CC(=O)N1CCN(c2ccc(F)cc2)CC1 returned CHOP inh 22, NPY1 pot ag -5, S1P4 antag -7, TRPN1 ag -0.1, NPY-Y2 PAM-ag -6, S1P4 ag 2.1, EP2 modulator 7, NPY-Y1 antag 1 and TRPML3 agonist 0.2.
`Cc1ccc(NC(=O)CSc2nc(C)c(Cc3ccccc3)c(=O)[nH]2)cc1C` gave CHOP inh 49, NPY1 pot ag -17, S1P4 antag -31, TRPN1 ag -1.0, NPY-Y2 PAM-ag -7, S1P4 ag 1.7, EP2 modulator 9, NPY-Y1 antag 6 and TRPML3 agonist 0.1.
`Cc1ccc(/C=N/n2c(-c3ccncc3)n[nH]c2=S)o1` gave CHOP inh 0, NPY1 pot ag -7, S1P4 antag -20, TRPN1 ag 1.2, NPY-Y2 PAM-ag 7, S1P4 ag 1.1, EP2 modulator 19, NPY-Y1 antag -1 and TRPML3 agonist 0.3.
For CCN(CC)S(=O)(=O)c1ccc(-c2csc(C)n2)s1 the results were CHOP inh 13, NPY1 pot ag 10, S1P4 antag -10, TRPN1 ag 0.8, NPY-Y2 PAM-ag 4, S1P4 ag 2.8, EP2 modulator -16 and TRPML3 agonist 5.2.
Screening CC(C)C(=O)Nc1ccccc1N1CCN(S(C)(=O)=O)CC1 returned CHOP inh -6, NPY1 pot ag -4, S1P4 antag -15, TRPN1 ag -0.7, NPY-Y2 PAM-ag 10, S1P4 ag -1.9, EP2 modulator 2, NPY-Y1 antag -6 and TRPML3 agonist -0.3.
Screening COc1ccc(NC(C#N)c2ccc(OC)cc2)cc1 (configuration not stated) returned CHOP inh 11, NPY1 pot ag 9, S1P4 antag -6, TRPN1 ag 0.7, NPY-Y2 PAM-ag 4, S1P4 ag 2.7, EP2 modulator 22, NPY-Y1 antag 4 and TRPML3 agonist 0.2.
For COc1ccc(CC(=O)Nc2cccc(-c3nnc(-c4ccc(C)cc4)o3)c2)cc1OC the results were CHOP inh 76*, NPY1 pot ag 13, S1P4 antag -2, TRPN1 ag 1.3, NPY-Y2 PAM-ag 15, S1P4 ag -1.7, EP2 modulator -10, NPY-Y1 antag -4 and TRPML3 agonist 1.1.
Screening CCOc1ccc2c(c1)c(N=NC(=N)N)c(O)n2C returned CHOP inh 5, NPY1 pot ag -8, S1P4 antag -15, TRPN1 ag 0.6, NPY-Y2 PAM-ag 4, S1P4 ag 2.4, EP2 modulator 18, NPY-Y1 antag 1 and TRPML3 agonist 0.4.
Screening O=C(c1cnn2c(C(F)F)cc(-c3ccccc3)nc12)N1CCc2ccccc2C1 returned CHOP inh 47, NPY1 pot ag -21, S1P4 antag -9, TRPN1 ag -1.1, NPY-Y2 PAM-ag -10, S1P4 ag 0.2, EP2 modulator -172&-95, NPY-Y1 antag 19 and TRPML3 agonist 0.1.

Next section (4 carried over from the part before).
Screening COc1ccc(NC(C#N)c2ccc(OC)cc2)cc1 (configuration not stated) returned CHOP inh 11, NPY1 pot ag 9, S1P4 antag -6, TRPN1 ag 0.7, NPY-Y2 PAM-ag 4, S1P4 ag 2.7, EP2 modulator 22, NPY-Y1 antag 4 and TRPML3 agonist 0.2.
For COc1ccc(CC(=O)Nc2cccc(-c3nnc(-c4ccc(C)cc4)o3)c2)cc1OC the results were CHOP inh 76*, NPY1 pot ag 13, S1P4 antag -2, TRPN1 ag 1.3, NPY-Y2 PAM-ag 15, S1P4 ag -1.7, EP2 modulator -10, NPY-Y1 antag -4 and TRPML3 agonist 1.1.
Screening CCOc1ccc2c(c1)c(N=NC(=N)N)c(O)n2C returned CHOP inh 5, NPY1 pot ag -8, S1P4 antag -15, TRPN1 ag 0.6, NPY-Y2 PAM-ag 4, S1P4 ag 2.4, EP2 modulator 18, NPY-Y1 antag 1 and TRPML3 agonist 0.4.
Screening O=C(c1cnn2c(C(F)F)cc(-c3ccccc3)nc12)N1CCc2ccccc2C1 returned CHOP inh 47, NPY1 pot ag -21, S1P4 antag -9, TRPN1 ag -1.1, NPY-Y2 PAM-ag -10, S1P4 ag 0.2, EP2 modulator -172&-95, NPY-Y1 antag 19 and TRPML3 agonist 0.1.
`CCCCNC(=O)Nc1cnn(CC)c1C(N)=O` gave CHOP inh -1, NPY1 pot ag 6, S1P4 antag -2, TRPN1 ag 0.6, NPY-Y2 PAM-ag -13, S1P4 ag 0.1, EP2 modulator -2, NPY-Y1 antag 0 and TRPML3 agonist 0.7.
O=c1[nH]nc(SCc2ccccc2)c(=O)[nH]1 was read as CHOP inh -2, NPY1 pot ag -19, S1P4 antag 0, TRPN1 ag 3.7, NPY-Y2 PAM-ag 4, S1P4 ag 1.7, EP2 modulator 26, NPY-Y1 antag 10 and TRPML3 agonist 1.0.
For CCC(C)NC(=O)C1CCCCN1S(=O)(=O)c1ccc(F)cc1 (configuration not stated) the results were CHOP inh 14, NPY1 pot ag -9, S1P4 antag 3, TRPN1 ag 0.7, NPY-Y2 PAM-ag -2, S1P4 ag -2.6, EP2 modulator 6, NPY-Y1 antag 2 and TRPML3 agonist -0.1.
CC(C)C(=O)Nc1ccc(Cc2ccc(NC(=O)C(C)C)c(O)c2)cc1O was read as CHOP inh 5, NPY1 pot ag 5, S1P4 antag -14, TRPN1 ag -0.8, NPY-Y2 PAM-ag 6, S1P4 ag 2.7, EP2 modulator -25, NPY-Y1 antag 3 and TRPML3 agonist 1.3.
CCc1cc2c(=O)c(Oc3ccccc3F)c(C)oc2c(CN(C)C)c1O was read as CHOP inh 2, NPY1 pot ag 9, S1P4 antag -7, TRPN1 ag -0.1, NPY-Y2 PAM-ag -3, S1P4 ag -1.6, EP2 modulator 11, NPY-Y1 antag -2 and TRPML3 agonist 0.4.
